POLH inh = DNA polymerase eta (human) inhibition. recombinant Pol eta, fluorescent DNA replication assay. Potency, µM (top dose mostly 114 µM), inactives show at the top dose activity change, negative = inhibition, actives largely listed as inhibitors. 390,000 compounds, 1.2% hits; note: potency is the fitted concentration of half-maximal effect
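Pol eta at 10 nM preincubated with compounds 15 min at room temperature; reaction started with fluorescent substrate (50 nM final) and read kinetically at 0 and 10 min.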
APEX1 inh = blocks human APE1 abasic DNA cleavage; P27695; recombinant APE1, TAMRA/BHQ-2 abasic DNA cleavage fluorescence; Potency, µM (titrated, usually from 65.8 µM), for the others: at the highest dose activity change, negative = inhibition, usual class: inhibitors; 350,000 compounds, 0.35% hits; AID 2517;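 note: potency is the fitted concentration of half-maximal effect; plate controls were vehicle for no effect and reference inhibitor for full effect; nearly all actives have a fitted effect of over 55% in size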
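Quantitative HTS: incision of a TAMRA/BHQ-2 double-stranded substrate bearing a tetrahydrofuran abasic site by 0.75 nM APE1 raises fluorescence. Substrate 50 nM final, added after 15 min compound preincubation at room temperature; progress as third-minus-first kinetic read difference.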
LDHA inh = blocks human lactate dehydrogenase A | P00338 | purified LDHA, NADH/diaphorase-resazurin fluorescence; stronger effect = lower value | activity change, % (values are at about 110 or 230 µM) | 480,000 compounds, 0.15% hits | AID 1347041; in the data active = activity change below about -30%; inconclusive = mostly about -25% to -30%;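 note: plate controls were DMSO wells for no effect and wells without enzyme for full effect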
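Human LDH5 at 2 nM final in Tris HCl pH 7.4 with 0.06 mM NADH and 0.2 mM pyruvate, reacted 5 minutes at room temperature. Remaining NADH coupled via diaphorase/resazurin; resorufin fluorescence read at 0 and 20 minutes, normalized to enzyme-free and DMSO wells.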
ALOX12 inh = blocks human arachidonate 12S-lipoxygenase; P18054; purified 12hLO, xylenol orange hydroperoxide absorbance; Potency, µM (highest dose often 108 µM), for the others: top-dose activity change, negative = inhibition, usual class: inhibitors; 580,000 compounds, 1.1% hits; AID 1671190; note: potency is the fitted concentration of half-maximal effect
Target sequence (P18054 whole entry, looked up): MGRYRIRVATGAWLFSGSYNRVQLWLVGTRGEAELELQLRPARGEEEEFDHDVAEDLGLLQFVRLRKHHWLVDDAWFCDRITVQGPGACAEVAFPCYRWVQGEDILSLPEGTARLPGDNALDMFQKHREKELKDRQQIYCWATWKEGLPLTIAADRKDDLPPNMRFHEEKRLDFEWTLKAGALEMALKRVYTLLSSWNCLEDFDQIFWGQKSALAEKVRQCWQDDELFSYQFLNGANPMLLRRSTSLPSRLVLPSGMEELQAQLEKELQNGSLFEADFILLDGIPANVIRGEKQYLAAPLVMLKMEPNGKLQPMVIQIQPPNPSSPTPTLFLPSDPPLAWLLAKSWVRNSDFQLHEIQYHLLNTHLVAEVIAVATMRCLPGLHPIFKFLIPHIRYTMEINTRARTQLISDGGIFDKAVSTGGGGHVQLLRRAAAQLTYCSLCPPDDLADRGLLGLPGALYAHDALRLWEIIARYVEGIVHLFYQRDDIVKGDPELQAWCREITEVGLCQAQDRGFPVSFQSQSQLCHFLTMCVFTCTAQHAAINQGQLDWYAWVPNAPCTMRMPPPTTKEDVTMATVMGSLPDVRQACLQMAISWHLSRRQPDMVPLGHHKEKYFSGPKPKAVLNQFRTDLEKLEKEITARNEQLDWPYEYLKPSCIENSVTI
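Purified human 12hLO at 150 nM in 25 mM Hepes, 0.01% Triton X-100, pH 7.0, preincubated 15 min at room temperature with compound. Reaction started with 40 uM arachidonic acid, 30 min at room temperature. Hydroperoxide measured by Fe-xylenol orange, 573/405 nm absorbance ratio.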
Pol kappa inh = inhibitors of human DNA polymerase kappa; Q9UBT6; purified Pol kappa, fluorescent DNA synthesis assay, 10 min; Potency, µM (highest dose often 107 µM), for inactives: top-dose activity, negative = inhibition, hits mostly inhibitors; 400,000 compounds, 0.53% hits; note: potency is the fitted concentration of half-maximal effect
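10 nM Pol kappa was preincubated with compounds for 15 min at room temperature. Reaction started with 50 nM (final) substrate. Fluorescence read kinetically at 0 and 10 min.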
Apoferritin bind = binds horse apoferritin like a general anesthetic; 350,000 compounds, 0.074% hits; Potency, µM (series often up to 77.5 µM), inactives show at the top dose activity change, negative = displacement, hits mostly inhibitors; apoferritin/1-aminoanthracene competitive binding, fluorescence; note: potency is the fitted concentration of half-maximal effect; nearly all actives have a fitted effect of over 20% in size
Target sequence (P02791 2-175 limits assumed): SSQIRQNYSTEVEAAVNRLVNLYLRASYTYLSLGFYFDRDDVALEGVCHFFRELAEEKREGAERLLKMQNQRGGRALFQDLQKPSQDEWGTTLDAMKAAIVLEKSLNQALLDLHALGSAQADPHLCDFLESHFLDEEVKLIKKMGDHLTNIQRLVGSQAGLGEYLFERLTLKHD
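In PBS, apoferritin at 10 uM is loaded with 1-AMA from a 50% saturated solution. After 10 min of compound exposure at ambient temperature, reduced 535 nm fluorescence indicates probe displacement.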
RGS4 inh = human RGS4 inhibition; P49798; Transcreener GDP fluorescence polarization, RGS4-accelerated GTP hydrolysis; Potency, µM (top dose mostly 114 µM), for the others: at the highest dose activity change, negative = inhibition, actives largely listed as inhibitors; 390,000 compounds, 0.039% hits; note: potency is the fitted concentration of half-maximal effect; nearly all actives have a fitted effect of over 75% in size; some results filed as inactive show a strong effect at the top dose
Target sequence (P49798 whole entry, looked up): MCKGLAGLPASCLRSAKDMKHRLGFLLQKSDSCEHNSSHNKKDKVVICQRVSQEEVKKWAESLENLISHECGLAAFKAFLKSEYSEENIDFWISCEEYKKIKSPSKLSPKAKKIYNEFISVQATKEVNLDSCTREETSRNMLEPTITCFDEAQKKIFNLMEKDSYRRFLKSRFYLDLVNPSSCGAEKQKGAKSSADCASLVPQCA
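MLSMR compounds (23 nl, pin-transferred) preincubated 10 min at room temperature with a 500nM (2x) first reagent, then RGS4 at 900nM (2x) plus Transcreener GDP mix added; fluorescence polarization (620/688 nm) read before and after 90 min at 30 °C.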
Pol beta inh = blocks human DNA polymerase beta activity; AID 485314; 340,000 compounds, 1.3% hits; Pol beta primer extension/strand displacement, fluorescence kinetic; P06746; Potency, µM (series often up to 114 µM), without a hit: top-dose activity change, negative = inhibition, usual class: inhibitors; note: potency is the fitted concentration of half-maximal effect
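Reaction started by 50 nM substrate onto compound-treated Pol beta (10 nM, 15 min preincubation, room temperature); plates read at 0 min and 10 min. Normalized concentration-effect data fitted by four-parameter Hill equation.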
* hit, by the source's call; i = inactive; u = inconclusive; x = not tested or not shown; [ ] = dose if it differs, or a comment. Unless noted, calls come from the whole dose curve; as a rule, active = well fitted curve in the direction sought with a large enough effect; inconclusive = small, poorly fitted or top-dose-only effect, or another doubt; inactive = no such curve, though single readings can be large; an effect the other way counts as inactive or inconclusive. Unless noted, % is set by controls: 0 for no effect and ±100 for the full control effect. A portion of the library (hit frequency here may not be typical).

compound,POLH inh,APEX1 inh,LDHA inh,ALOX12 inh,Pol kappa inh,Apoferritin bind,RGS4 inh,Pol beta inh
CN1CCC23CCCC[C@H]2C1Cc1ccc(O)cc13 (stereo not given in full),0%[57.1 µM],2%,x,x,x,x,x,10%[57.1 µM]
COc1ccc2c(c1O)-c1cccc3c1C(C2)N(C)CC3 (stereo not given),-3%[57.1 µM],-2%,x,x,x,x,x,6%[57.1 µM]
Oc1cc2c(cc1O)[C@H]1c3ccccc3CNC1CC2 (stereo not given in full),-6%[57.1 µM],-4%,x,x,x,x,x,6%[57.1 µM]
NC(Cn1ccc(=O)[nH]c1=O)C(=O)O (stereo not given),-5%[57.1 µM],-1%,x,x,x,x,x,19%[57.1 µM]
CC(=O)[C@@]1(O)CC[C@H]2C3CCC4=CC(=O)CC[C@]4(C)C3CC[C@@]21C (stereo not given in full),-8%[57.1 µM],16%,x,x,x,x,x,17%[57.1 µM]
CCCN1CCCC(c2cccc(O)c2)C1 (stereo not given),-4%[57.1 µM],-2%,x,x,x,x,x,15%[57.1 µM]
Nc1ncnc2c1ncn2[C@@H]1O[C@H](COP(=O)(O)CP(=O)(O)OP(=O)(O)O)[C@H](O)[C@H]1O,-3%[57.1 µM],-4%,x,x,x,x,x,11%[57.1 µM]
CC(=O)[C@H]1CC[C@H]2[C@@H]3CC[C@H]4C[C@](C)(O)CC[C@]4(C)[C@H]3CC[C@]12C,x,x,x,x,-8%[60.1 µM],x,6%[56.9 µM],x
C[C@H](N)Cc1cccc(C(F)(F)F)c1,x,x,x,x,0%[60.1 µM],x,23%[56.9 µM],x
c1ccc(C2(c3ccccc3)CC2C2=NCCN2)cc1 (stereo not given),x,x,x,x,0%[60.1 µM],x,10%[56.9 µM],x
CC(C)(O)[C@@H]1C2OC(=O)[C@@H]1[C@]1(O)C[C@H]3O[C@]34C(=O)O[C@H]2[C@]14C,x,12%,x,x,-9%[19.4 µM],x,300%[activator][56.9 µM],x
CC1CC[C@@]2(OC1)O[C@@H]1[C@@H](O)[C@H]3C4CC[C@H]5C[C@@H](O[C@@H]6O[C@H](CO)[C@H](O[C@@H]7O[C@H](CO)[C@@H](O)[C@H](O[C@@H]8OC[C@@H](O)[C@H](O)[C@H]8O)[C@H]7O[C@@H]7O[C@H](CO)[C@@H](O)[C@H](O[C@@H]8O[C@H](CO)[C@@H](O)[C@H](O)[C@H]8O)[C@H]7O)[C@H](O)[C@H]6O)[C@H](O)C[C@]5(C)C4CC[C@]3(C)[C@H]1[C@@H]2C (stereo not given in full),x,-2%,x,x,-7%[19.4 µM],x,i,x
C[C@H]1O[C@@H](O[C@H]2[C@@H](O)C[C@@H](O[C@H]3[C@@H](O)C[C@H](O[C@H]4CC[C@@]5(C)[C@H](CC[C@@H]6[C@@H]5CC[C@]5(C)[C@@H](C7=CC(=O)OC7)CC[C@]65O)C4)O[C@@H]3C)O[C@@H]2C)C[C@H](O)[C@@H]1O,x,x,-12,x,x,x,x,x
COc1cc([N+](=O)[O-])c2ncccc2c1[N+](=O)[O-],x,x,8,x,x,x,x,x
N#Cc1c(-c2cccc(-c3no[n+]([O-])c3C#N)c2)no[n+]1[O-],x,x,3,x,x,x,x,x
S=P(c1ccccc1)(c1ccccc1)c1c[n+](Cc2ccccc2)c2ccccn12,x,x,-7,x,x,x,x,x
CN(Cc1cccc(-c2ccncc2)c1)C(=O)Oc1ccccc1Cl,x,x,0,x,x,x,x,x
S=P(c1ccccc1)(c1ccccc1)c1c[nH]c2ccccc12,x,x,-4,x,x,x,x,x
Cc1nn2c(=O)cc(N3CCNCC3)nc2s1,x,x,-14,x,x,x,x,x
c1ccc(CN2COC3CCCCCC32)cc1 (stereo not given),x,x,-14,x,x,x,x,x
C(#CCN1CCCCC1)CN1CCCCC1,x,x,-7,x,x,x,x,x
S=P(c1ccccc1)(c1ccccc1)c1cnc2ccccn12,x,x,5,x,x,x,x,x
CC1OC(O[C@H]2C[C@@H](O)[C@]3(CO)[C@@H]4C(CC[C@]3(O)C2)[C@@]2(O)CC[C@H](C3=CC(=O)OC3)[C@@]2(C)C[C@H]4O)C(O)C(O)C1O (stereo not given in full),x,x,x,x,7%[19.4 µM],-2%,i,x
C[C@]12CC[C@H](OS(=O)(=O)O)CC1=CCC1C2CC[C@]2(C)C(=O)CC[C@@H]12 (stereo not given in full),-1%[57.1 µM],x,x,x,4%[19.4 µM],x,x,13%[57.1 µM]
C#C[C@H]1CN2CC[C@H]1C[C@@H]2CNS(=O)(=O)c1cccc(C#N)c1,x,x,x,-23%[176 µM],x,x,x,x
COc1ccc2c(c1)C1(CCN(C(=O)c3cccc(F)c3)C1)C(=O)N2C (stereo not given),x,x,x,-5%,x,x,x,x
Cc1nc(-c2ccccc2)cc([C@H]2CN3CC[C@H]2C[C@@H]3CNC2CCOCC2)n1,x,x,x,54%[activator][176 µM],x,x,x,x
COCCN1CCN(C(=O)C2C(C)(C)C2(C)C)[C@H]2CS(=O)(=O)C[C@H]21,x,x,x,29%,x,x,x,x
CC(=O)Nc1ccc(CN2CCC3(CC2)C(=O)Nc2ccccc23)cc1,x,x,x,-10%[6.33 µM],x,x,x,x
CN1Cc2ccccc2-n2ccnc2C12CCN(C(=O)c1cc(F)cc(F)c1)CC2,x,x,x,12%,x,x,x,x

Complete entries from above:
Entry for C#C[C@H]1CN2CC[C@H]1C[C@@H]2CNS(=O)(=O)c1cccc(C#N)c1 : POLH inh = x; APEX1 inh = x; LDHA inh = x; ALOX12 inh = -23%[176 µM]; Pol kappa inh = x; Apoferritin bind = x; RGS4 inh = x; Pol beta inh = x
Entry for CC(=O)Nc1ccc(CN2CCC3(CC2)C(=O)Nc2ccccc23)cc1 : POLH inh = x; APEX1 inh = x; LDHA inh = x; ALOX12 inh = -10%[6.33 µM]; Pol kappa inh = x; Apoferritin bind = x; RGS4 inh = x; Pol beta inh = x

(further entries)
compound,POLH inh,APEX1 inh,LDHA inh,ALOX12 inh,Pol kappa inh,Apoferritin bind,RGS4 inh,Pol beta inh
Cn1nc(-c2ccc3ccccc3c2)cc1[C@H]1CN2CC[C@H]1C[C@@H]2CNC(=O)Nc1cccc(C#N)c1,x,x,x,u,x,x,x,x
Oc1ccc([C@H]2CNCc3c2ccc(O)c3O)cc1O,x,x,x,u,x,x,x,x
CSc1cccc(NC(=O)NC[C@H]2C[C@@H]3CCN2C[C@@H]3CN(C)Cc2ccccc2)c1,x,x,x,17%,x,x,x,x
O=C1NC2(CN(Cc3ccccn3)C2)Oc2ccccc21,x,x,x,104%[activator][176 µM],x,x,x,x
COc1ccc(OC)c(S(=O)(=O)N2[C@H]3CC[C@@H]2c2cnc(-c4ccccc4)nc2C3)c1,x,x,x,55%[activator],x,x,x,x
COc1cc2c(cc1OCc1ccccc1)NC(=O)C21CCN(c2ccnc(C)n2)CC1,x,x,x,4%[176 µM],x,x,x,x
COc1ccc([N+](=O)[O-])c(N2CC3CCC(C2)N3CC(F)(F)F)n1,x,x,x,u,x,x,x,x
COc1cc2c(cc1OCc1ccccc1)N(C(=O)c1cccc3[nH]ccc13)CC21CCN(C)CC1,x,x,x,u,x,x,x,x
COc1ccc2nc(-c3ccc(CN4CCC(n5nnc6ccccc65)CC4)cc3)c(-c3ccccc3)nc2c1,x,x,x,-2%,x,x,x,x
C#CCN(C)C[C@H]1CN2CC[C@H]1C[C@@H]2CNS(=O)(=O)c1cccs1,x,x,x,5%[176 µM],x,x,x,x
O=C(C1CCOCC1)N1CCC2(CC1)NCc1ccccc1-n1ccnc12,x,x,x,16%,x,x,x,x
O=C1N(Cc2ccccn2)C[C@H]2CN(Cc3nccs3)CCN12,x,x,x,105%[activator][176 µM],x,x,x,x
CN1Cc2ccccc2-n2ccnc2C12CCN(C(=O)c1cccc(C(F)(F)F)c1)CC2,x,x,x,14%,x,x,x,x
CN1[C@H]2CC(O)C[C@H]1[C@H]1O[C@H]12 (stereo not given in full),x,x,x,u,x,x,x,x
O=C1OCC2(CCN(Cc3ccccn3)C2)N1c1ccncc1 (stereo not given),x,x,x,65%[activator][176 µM],x,x,x,x
CN(C)C1CNC1,x,x,x,u,x,x,x,x
Cc1nc(-c2ccc(C(F)(F)F)cc2)cc([C@H]2CN3CC[C@H]2C[C@@H]3CNC(=O)C2CC2)n1,x,x,x,91%[activator],x,x,x,x
O=C(c1ccsc1)N1[C@H]2CC[C@@H]1c1cnc(-c3ccccc3)nc1C2,x,x,x,6%,x,x,x,x
CCC(CC)c1cc([C@H]2CN3CC[C@H]2C[C@@H]3CNC(=O)COc2ccccc2)nc(-c2ccncc2)n1,x,x,x,0%,x,x,x,x
c1ccc(-c2ncc3c(n2)C[C@@H]2CC[C@H]3N2)cc1,x,x,x,8%,x,x,x,x
Cc1nc(-c2ccccc2Br)cc([C@H]2CN3CC[C@H]2C[C@@H]3CNC(=O)C2CC2)n1,x,x,x,54%[activator],x,x,x,x
O=C(c1cncnc1)N1C[C@@H]2C[C@H](C1)c1c(-c3ccc4ccccc4c3)ccc(=O)n1C2,x,x,x,1%[176 µM],x,x,x,x
COCC(=O)NC1CCC12CCNCC2 (stereo not given),x,x,x,14%,x,x,x,x
CCNC(=O)N1[C@H]2CC[C@@H]1c1cnc(-c3ccc(F)cc3)nc1C2,x,x,x,1%,x,x,x,x

Part of the list above, as labelled records:
SMILES: CCNC(=O)N1[C@H]2CC[C@@H]1c1cnc(-c3ccc(F)cc3)nc1C2
  POLH inh: x
  APEX1 inh: x
  LDHA inh: x
  ALOX12 inh: 1%
  Pol kappa inh: x
  Apoferritin bind: x
  RGS4 inh: x
  Pol beta inh: x
SMILES: Cc1nc(-c2ccccc2Br)cc([C@H]2CN3CC[C@H]2C[C@@H]3CNC(=O)C2CC2)n1
  POLH inh: x
  APEX1 inh: x
  LDHA inh: x
  ALOX12 inh: 54%[activator]
  Pol kappa inh: x
  Apoferritin bind: x
  RGS4 inh: x
  Pol beta inh: x

Screening results (PubChem BioAssay)
